# mIAP inh: mouse IAP inhibition | purified mouse IAP, CDP-Star luminescence, 30 min | inhibition, % at 10 µM | 0.2% of 330,000 active;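 active = inhibition of at least 40% at 10 µM in the primary screen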;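 also: plate controls were DMSO with enzyme for no effect and no enzyme wells for full effect; values of inactives mirror those of a sister screen read the other way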
# NALP3 yeast inh: blocks the NALP3 inflammasome reconstituted in yeast | Yeast reconstituted NLRP3/ASC/caspase-1, beta-gal luminescence, 24 h | inhibition, % at 10 µM | 0.39% of 330,000 active | AID 2825;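 active = inhibition of 50% or more; inactive = inhibition below 50%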;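 also: plate controls were induced DMSO wells for no effect and uninduced yeast grown without galactose for full effect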
# mIAP act: mouse IAP activation; muIAP, CDP-Star luminescence, 30 min; active compounds read high; 1 = vehicle-only enzyme signal, 0 = enzyme-free wells; activation factor at 10 µM; 0.24% of 330,000 active; AID 2805;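 active = activation factor of at least 2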; also: the source names both 10 and 20 µM as test concentration; values of inactives mirror those of a sister screen read the other way
#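 also added = chemiluminescent substrate CDP-Star | test system = mouse IAP enzyme | signal = chemiluminescence readout | compound = DMSO-dissolved test compounds | incubation = 30 min at room temperature | benchmarks = DMSO wells, no-enzyme wells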
# TIM10 inh: growth inhibitors of TIM10 yeast strain; S. cerevisiae TIM10 strain growth, BacTiter-Glo luminescence, 24 h; inhibition, % at 10 µM; 1.4% of 330,000 active;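 active = inhibition of 40% or more at the single tested concentration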;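 also: wild-type TIM10 isogenic control strain grown at permissive 25 °C; 0% = DMSO yeast wells and 100% = minimal medium wells without yeast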
# hIAP act: human IAP activation. activation factor at 10 µM. P09923. 0.16% of 330,000 active. purified human IAP, CDP-Star luminescence, 30 min; active compounds read high; 1 = vehicle-only enzyme, 0 = enzyme-free background;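 active = activation factor of the enzyme at least 2-fold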; also: the source names both 10 and 20 µM as test concentration; values of inactives mirror those of a sister screen read the other way
# hIAP block: human IAP inhibition; P09923; purified IAP, CDP-Star luminescence, 30 min; inhibition, % at 10 µM; 0.12% of 330,000 active; AID 2544;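 active = inhibition reaching a set limit with compound at 10 µM in the primary screen, cut at about 35% in these data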;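 also: plate controls were DMSO wells with enzyme for no effect and no-enzyme buffer wells for full effect; values of inactives mirror those of a sister screen read the other way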
# ATG4B inh: blocks human ATG4B protease cleavage of LC3 substrate | ATG4B cleavage of LC3-PLA2, NBD-HPC fluorescence, 1 h | inhibition, % at 8.33 µM | 0.51% of 340,000 active | AID 504462; in the data active = inhibition above about 40%
# Apaf1 inhib: human Apaf-1 inhibition; O14727; reconstituted apoptosome caspase-3 activity, DEVD-Rh110 fluorescence; inhibition, % at 20 µM; 0.71% of 330,000 active; AID 489030; active = inhibition of at least 40% at 20 µM;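 also: plate controls were DMSO wells for no effect and DEVD-CHO caspase inhibitor wells for full effect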
# Target sequence (O14727 whole entry, looked up): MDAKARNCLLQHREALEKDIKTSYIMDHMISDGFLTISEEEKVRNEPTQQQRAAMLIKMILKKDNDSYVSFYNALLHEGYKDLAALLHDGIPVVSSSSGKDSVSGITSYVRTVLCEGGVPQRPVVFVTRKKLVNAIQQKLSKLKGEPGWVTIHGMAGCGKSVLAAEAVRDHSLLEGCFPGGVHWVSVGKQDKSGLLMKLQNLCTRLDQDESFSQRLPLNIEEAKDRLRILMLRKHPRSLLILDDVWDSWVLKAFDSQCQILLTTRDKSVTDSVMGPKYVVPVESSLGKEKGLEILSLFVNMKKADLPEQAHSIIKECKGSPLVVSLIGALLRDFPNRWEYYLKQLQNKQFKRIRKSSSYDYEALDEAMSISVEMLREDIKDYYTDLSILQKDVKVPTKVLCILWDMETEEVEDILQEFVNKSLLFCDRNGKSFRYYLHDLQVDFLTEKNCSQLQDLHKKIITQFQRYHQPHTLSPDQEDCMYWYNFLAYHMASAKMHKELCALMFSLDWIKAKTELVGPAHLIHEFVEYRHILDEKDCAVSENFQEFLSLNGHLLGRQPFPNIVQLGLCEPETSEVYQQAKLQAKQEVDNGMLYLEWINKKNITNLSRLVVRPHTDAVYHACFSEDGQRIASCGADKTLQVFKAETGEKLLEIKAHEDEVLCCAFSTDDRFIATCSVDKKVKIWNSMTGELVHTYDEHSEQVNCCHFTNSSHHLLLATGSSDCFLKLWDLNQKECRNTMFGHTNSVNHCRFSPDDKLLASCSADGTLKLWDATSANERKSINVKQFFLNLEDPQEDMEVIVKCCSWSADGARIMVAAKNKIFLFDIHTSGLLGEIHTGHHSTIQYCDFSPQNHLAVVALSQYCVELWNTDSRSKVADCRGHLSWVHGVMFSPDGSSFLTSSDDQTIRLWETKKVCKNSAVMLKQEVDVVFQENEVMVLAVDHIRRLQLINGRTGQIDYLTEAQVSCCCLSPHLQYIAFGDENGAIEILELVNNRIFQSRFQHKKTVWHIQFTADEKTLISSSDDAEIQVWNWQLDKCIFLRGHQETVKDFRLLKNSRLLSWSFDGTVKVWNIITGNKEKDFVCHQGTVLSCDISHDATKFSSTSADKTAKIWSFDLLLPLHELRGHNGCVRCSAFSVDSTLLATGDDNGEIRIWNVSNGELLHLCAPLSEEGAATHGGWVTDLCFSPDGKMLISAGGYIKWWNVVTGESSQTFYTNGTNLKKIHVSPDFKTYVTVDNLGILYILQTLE
#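 Material: reconstituted apoptosome with Apaf-1, cytochrome c, caspase-9, procaspase-3, dATP. Technique: Rh110 fluorescence intensity. Buffer or medium: pH 7.5 Hepes buffer with CHAPS, BSA, DTT. Times: 30 min plus 50 min, RT.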
# tim10-1 inh: inhibits growth of tim10-1 mutant yeast; inhibition, % at 20 µM; S. cerevisiae tim10-1 ts strain growth, BacTiter-Glo, 24 h; AID 463190; 2.2% of 330,000 active;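 active = inhibition of at least 40%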;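 also: mutant grown at 25 °C; 0% = DMSO wells with yeast and 100% = wells holding no yeast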
# Numbers without * were called inactive.
SMILES,mIAP inh,NALP3 yeast inh,mIAP act,TIM10 inh,hIAP act,hIAP block,ATG4B inh,Apaf1 inhib,tim10-1 inh
Cc1ccc(S(=O)(=O)Oc2ccc(/C=C(/NC(=O)c3ccccc3)C(=O)Nc3ccccc3)cc2)cc1,11,-7,0.89,-4,1.1,-8,-18,15,-42
CN(C)CCCn1c(=S)[nH]c2sc3c(c2c1=O)CCCC3,9,10,0.91,6,0.97,3,-5,6,18
CCn1c(Cc2c(C)[nH]c3ccccc23)n[nH]c1=S,6,17,0.94,7,0.97,3,-10,3,1
CN(C)c1nc(N)nc(CSc2nnnn2-c2ccc(F)cc2)n1,1,14,0.99,-4,1,0,5,4,12
CCN1CCN(c2ncnc3scc(-c4ccc(OC)cc4)c23)CC1,-5,20,1.1,4,1.1,-14,-5,5,18
C=C1CSc2nc3ccccc3c(=O)n21,1,30,0.99,-5,0.99,1,15,-2,-2
CCOc1ccccc1NC(=O)c1cc(Cl)ccc1NC(=O)c1ccco1,4,8,0.96,-16,1.2,-16,0,-5,6
Cc1cc(C(=O)OCC(=O)c2ccccc2)c2ccccc2n1,5,21,0.95,18,1,0,4,12,7
Nc1nc(CN2CCN(C(c3ccccc3)c3ccccc3)CC2)nc(Nc2ccccc2)n1,2,-18,0.98,17,1.1,-10,-11,16,23
O=C(NCc1cccc(Cl)c1)c1cccc(OC2CCN(C(=O)C3CC3)CC2)c1,-6,12,1.1,17,0.96,4,0,2,14
Cc1cc(C(=O)CSc2nnc(-c3ccccc3F)o2)c(C)n1Cc1cccs1,23,14,0.77,-3,0.76,24,4,4,14
COc1cc(NC(=O)COC(=O)c2ccc3ccccc3n2)cc(OC)c1,4,-9,0.96,1,1.1,-7,-6,4,2
C/C(=N/NC(=O)c1ccc(Br)o1)c1cccc(NC(=O)c2ccc(F)cc2)c1,14,19,0.86,29,0.97,3,-11,12,49*
O=C(C1CCN(S(=O)(=O)c2cccc3cccnc23)CC1)N1CCc2ccccc21,0,14,1,32,0.94,6,0,14,27
O=C(Cc1ccc(Br)cc1)NNC(=O)Nc1ccc(Cl)cc1,-1,23,1,-8,1.4,-43,-6,8,-5
CCCCCCCN1C(Nc2ccccc2)=NC[C@@H]1C,-13,13,1.1,-4,1.1,-11,9,9,9
O=C(CN(C(=O)c1csnn1)c1cccc(Cl)c1)NC1CCCCC1,1,7,0.99,10,1,-2,-7,3,-10
Nc1nnnn1CC(=O)N/N=C/c1cc([N+](=O)[O-])ccc1Cl,2,5,0.98,1,0.89,11,0,11,-2
Cc1ccc(C(=O)N2CCOCC2)cc1S(=O)(=O)N1CCCC1,2,12,0.98,-14,1.2,-18,-2,-4,-19
O=C(NCc1nnc(SCC(=O)N2CCCCC2)o1)c1c(F)cccc1F,-3,4,1,-3,0.86,14,6,2,9
CC(=O)c1cccc(NC(=O)C(C)OC(=O)c2cccc(-n3cnnn3)c2)c1 (centres undefined),6,4,0.94,2,1,0,-4,3,2
CSc1nnc2n(-c3ccccc3)c(=O)c3c4c(sc3n12)CCC4,-24,14,1.2,5,1.4,-38,-2,30,32
CN1CCN(C(=O)CCN2C(=O)/C(=C\c3ccc(F)cc3)SC2=S)CC1,6,17,0.94,7,1.4,-44,-4,12,24
Cc1ccccc1C(=O)c1ccc2c(c1)n(C)c(=O)n2C,2,5,0.98,-9,1.1,-9,2,3,12
COc1ccc(-c2nc3ccccc3c(=O)n2CC(C)C)cc1,-5,16,1,4,1,-2,37,3,11
CCCn1c(=O)n(C)c(=O)c2c(SC(C)C(=O)NCC3CCCO3)nc(CC(C)C)nc21 (centres undefined),9,3,0.91,10,1,0,0,18,11
OC(CNCCc1ccccc1)c1ccccc1 (centres undefined),0,8,0.99,11,0.86,14,0,-14,21
Cc1ccc(CNC(=O)CCC(=O)N2CC(C)Oc3ccccc32)cc1 (centres undefined),-11,-7,1.1,8,1.1,-8,5,15,25
Cc1csc(NC(=O)C(Cc2ccccc2)n2cccc2)n1 (centres undefined),43*,-11,0.57,16,0.92,8,-11,9,20
CCCC[n+]1ccn(-c2nc3ccccc3nc2[N-]S(=O)(=O)c2cccs2)c1,16,8,0.84,19,0.91,9,-2,-21,11
O=C(O)c1ccccc1C(=O)c1ccc(N2CCOCC2)c([N+](=O)[O-])c1,-3,5,1,-8,1.2,-18,-7,-3,9
COC(=O)c1ccc(CSC2=NCCS2)cc1,5,7,0.95,14,0.81,19,28,10,3
CCCN1C(=S)SC(C)(C)C1/[N+]([O-])=C/c1ccc(S(=O)(=O)NC)cc1 (centres undefined),-6,4,1.1,-11,0.99,1,-5,6,1
CN(C)Cc1ccccc1Sc1ccc(Br)cc1,-4,-4,1,3,1.1,-6,11,10,4
Cc1ccc(C)c(NC(=S)N2CCCC2)c1,-2,5,1,0,1,-2,-4,3,-15
O=C1CCN(Cc2ccccc2)S(=O)(=O)c2ccccc21,-4,10,1,18,0.95,5,-1,2,5
Cc1oc(-c2cccs2)nc1CN1CCN(C2CCCC2)C(CCO)C1 (centres undefined),-18,-2,1.2,-13,1.2,-19,-9,8,22
C[C@H](N)c1nnc(SCC(N)=O)o1,18,16,0.81,9,1.2,-18,3,-13,4
COc1ccccc1NS(=O)(=O)c1ccc(C(=O)N2CCCC(C)C2)cc1 (centres undefined),5,15,0.95,11,1,0,-2,9,12
CC(Sc1nnc(-c2ccccc2)c(-c2ccccc2)n1)C(=O)NCC1CCCO1 (centres undefined),8,7,0.92,13,0.96,4,4,-1,9

# Compound profiles, from the list above:
# CCCN1C(=S)SC(C)(C)C1/[N+]([O-])=C/c1ccc(S(=O)(=O)NC)cc1 (centres undefined) is listed as mIAP inh: -6; NALP3 yeast inh: 4; mIAP act: 1.1; TIM10 inh: -11; hIAP act: 0.99; hIAP block: 1; ATG4B inh: -5; Apaf1 inhib: 6; tim10-1 inh: 1
# O=C1CCN(Cc2ccccc2)S(=O)(=O)c2ccccc21 is listed as mIAP inh: -4; NALP3 yeast inh: 10; mIAP act: 1; TIM10 inh: 18; hIAP act: 0.95; hIAP block: 5; ATG4B inh: -1; Apaf1 inhib: 2; tim10-1 inh: 5

# (further entries)
SMILES,mIAP inh,NALP3 yeast inh,mIAP act,TIM10 inh,hIAP act,hIAP block,ATG4B inh,Apaf1 inhib,tim10-1 inh
c1ccc(Cn2nnc3c(N4CCC5(CC4)OCCO5)ncnc32)cc1,0,26,1,27,1.1,-12,1,7,42*
CN(C)N1C(N)=C(C#N)C(c2cccnc2)C2=C1CC(C)(C)CC2=O (centres undefined),-3,6,1,3,0.83,17,3,-11,-2
O=C(O)c1ccc(NC(=O)c2cn(-c3ccccc3)nc2-c2ccc(Br)cc2)cc1,-1,3,1,21,1,0,21,15,20
CC(NC(=O)C1(c2cccs2)CCOCC1)c1ccccc1 (centres undefined),6,17,0.94,-2,0.97,3,1,-12,6
COc1cccc(OC)c1C(=O)Oc1ccc2c(c1)O/C(=C\c1ccncc1)C2=O,5,25,0.95,4,0.91,9,-6,11,23
Cc1ccc(/C=N/Nc2nncc(-c3ccccc3)n2)o1,-3,21,1,1,1,-1,1,17,-23
COc1ccc(-c2cc(OC)c3ccccc3n2)cc1,10,10,0.9,18,0.97,3,-5,22,19
O=C(NCc1ccncc1)c1nc(-c2ccc(C(F)(F)F)cc2)no1,4,18,0.96,3,1.1,-5,-5,3,12
CCc1nnc(NC(=O)CCC(=O)Nc2ccc(C)cc2)s1,-8,2,1.1,-8,1.1,-9,-4,-5,-7
Cc1cc(NC(=O)CSc2nc3ccccc3c(=O)n2CCCC(=O)NCc2ccccc2)n[nH]1,-3,-8,1,-2,1.4,-35,22,11,17
C=CCN(c1ccccc1C(=O)O)S(=O)(=O)/C=C/c1ccccc1,-3,-12,1,-19,1,-4,-5,-3,8
NC(=O)C(c1ncc(C(F)(F)F)cc1Cl)c1c(Cl)cccc1Cl (centres undefined),2,1,0.98,12,1,-5,-4,0,10
Cc1ccc2nc(SCC(=O)N(C)C3CCS(=O)(=O)C3)[nH]c2c1 (centres undefined),10,15,0.91,3,1,-1,0,-11,-12
COc1cccc(Oc2c(C)oc3c(CN4CCCC4)c(O)ccc3c2=O)c1,-14,-10,1.1,3,1.2,-17,8,-1,-14
CSCCC(NC(=O)/C(=C\c1ccc(Cl)cc1)NC(=O)c1ccccc1)C(=O)O (centres undefined),-3,5,1,-6,0.97,3,2,1,-8
CCOC(=O)c1cnc2ccccc2c1Nc1ccc2c(c1)OCCO2,9,27,0.91,21,1,-3,8,10,36
CCOc1ccc(NC(=O)CCNS(=O)(=O)c2cccc3nonc23)cc1,10,28,0.9,-1,0.85,15,-7,3,-1
C=CCN1C(=O)/C(=C/c2ccccc2)S/C1=N/c1nccs1,0,7,1,-11,1.1,-12,0,19,-9
CCN(CC)c1ccc(/C=N/NC(=S)NC)c(O)c1,2,40,0.97,28,1.3,-35,-6,-10,-14
COc1ccc(Cl)cc1NC(=O)C(OC)c1ccccc1 (centres undefined),-12,16,1.1,8,1.1,-5,-4,1,-10

# Limited to mIAP act, for some of the entries so far:
molecule | mIAP act
CCCC[n+]1ccn(-c2nc3ccccc3nc2[N-]S(=O)(=O)c2cccs2)c1 | 0.84
O=C(O)c1ccccc1C(=O)c1ccc(N2CCOCC2)c([N+](=O)[O-])c1 | 1
COC(=O)c1ccc(CSC2=NCCS2)cc1 | 0.95

# More results:
SMILES,mIAP inh,NALP3 yeast inh,mIAP act,TIM10 inh,hIAP act,hIAP block,ATG4B inh,Apaf1 inhib,tim10-1 inh
CCOC(=O)c1cc(C(=O)OCC)c2ccccn2c1=O,-6,16,1.1,9,1.1,-9,-11,13,1
Cc1ccc(C)c(C(=O)NC2CC(C)(C)NC(C)(C)C2)c1,5,30,0.95,3,0.86,14,-14,-5,5
Cc1ccc(S(=O)(=O)N2[C@@H](c3ccccc3F)C(C(=O)O)=CC[C@H]2c2ccc(Cl)cc2)cc1,6,-1,0.94,7,0.91,9,-4,17,22
CC(Cc1ccco1)NC(=O)c1ccc(C(F)(F)F)cc1 (centres undefined),0,2,0.99,-2,0.87,13,2,3,7
CCC(=O)Nc1ccc2c(c1)nc(CCN1CCC(C)CC1)n2C,3,2,0.97,9,0.96,4,7,-4,-19
CC1=C(C)CC(C(=O)c2ccc(C)cc2)C(C(=O)O)C1 (centres undefined),-1,3,1,2,0.76,24,-6,3,14
COc1cccc(/C=N/NC(=O)c2nnn(-c3nonc3N)c2CN(C)c2ccccc2)c1,8,19,0.92,11,1.3,-32,-25,24,7
Cc1cccc(C)c1NC1=NC(=S)N(c2ccc(C(=O)O)cc2)C12CCCCC2,-23,12,1.2,2,1.1,-10,-9,14,11
O=C(c1ccc(Cl)c(S(=O)(=O)N2CCCC2)c1)N1CCN(c2ccccn2)CC1,-6,-6,1.1,-5,0.87,13,12,4,24
CCOc1ccccc1NC(=O)COC(=O)CSc1ccc(Cl)cc1,-2,9,1,0,0.9,10,-8,14,16
COc1ccc([N+](=O)[O-])cc1NC(=O)C(C)N(C)Cc1cccc(OC)c1OC (centres undefined),6,4,0.94,-27,0.92,8,-4,18,-5
COc1ccc(-c2nc3cc(NC(=S)NC(=O)Cc4ccccc4)ccc3o2)cc1,4,-1,0.96,4,1.1,-11,23,6,10
O=C(O)C[C@H]1c2cc(C(F)(F)F)ccc2S(=O)(=O)N1C1CCCCC1,-15,10,1.2,-6,0.99,0,1,1,-7
